High-throughput results as filed in PubChem.
KCNQ1 inh: inhibitors of human KCNQ1 channel, primary screen, cell-based, thallium flux, high-throughput | Potassium voltage-gated channel subfamily KQT member 1 (Homo sapiens), P51787 | CHO-K1 KCNQ1, FluxOR thallium flux fluorescence; hits give high values | B-score at 10 µM | actives 1.3% (n = 310,000) | AID 2642, 2010;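 active = compounds whose thallium flux B-score, printed positive for inhibition, exceeds three library SD while starting fluorescence stays within three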;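 also: channel opened by potassium depolarization with thallium stimulus after 20 min compound exposure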
Target sequence (P51787 whole entry, looked up): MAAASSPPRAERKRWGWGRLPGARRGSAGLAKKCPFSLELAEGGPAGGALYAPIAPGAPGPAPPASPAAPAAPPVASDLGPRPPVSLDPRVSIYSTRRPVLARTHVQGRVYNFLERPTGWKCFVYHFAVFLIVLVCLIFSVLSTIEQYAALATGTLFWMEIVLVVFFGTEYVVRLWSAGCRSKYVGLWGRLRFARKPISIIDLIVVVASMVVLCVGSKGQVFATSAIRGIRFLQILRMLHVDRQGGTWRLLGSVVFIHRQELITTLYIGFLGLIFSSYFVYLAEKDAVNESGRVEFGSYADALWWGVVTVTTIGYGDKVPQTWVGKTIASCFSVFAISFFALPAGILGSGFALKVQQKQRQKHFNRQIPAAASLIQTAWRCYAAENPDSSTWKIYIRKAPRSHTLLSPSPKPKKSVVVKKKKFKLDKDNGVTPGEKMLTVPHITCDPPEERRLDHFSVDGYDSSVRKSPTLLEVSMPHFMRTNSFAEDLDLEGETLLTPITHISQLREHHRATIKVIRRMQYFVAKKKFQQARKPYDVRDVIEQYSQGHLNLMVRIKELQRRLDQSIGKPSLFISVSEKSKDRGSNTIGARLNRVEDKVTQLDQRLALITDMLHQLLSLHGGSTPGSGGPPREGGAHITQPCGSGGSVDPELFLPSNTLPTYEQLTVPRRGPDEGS
RGS4 act: RGS4 potentiators or activators, primary screen, cell-based, HEK293 M3R inducible RGS4, calcium flux; carbachol calcium flux Fluo4; hits give low values; B-score at 10 µM; actives 0.92% (n = 310,000);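 active = B-score of the integrated calcium signal more than 4 SD below the library mean, with starting fluorescence not abnormally high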;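 also: negative B-score means reduced calcium response which marks RGS4 activation or potentiation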
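System: HEK293 FlpIn-TREx cells, stable M3R, doxycycline-inducible RGS4. Timing: overnight RGS4 induction, 30 min dye load 37 °C, 20 min compound RT. Also added: carbachol, ECmax concentration. Measured by: Fluo4 fluorescence kinetic imaging of calcium. Evaluation: integrated calcium ratio converted to B score.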
KCNK9 inh: KCNK9 potassium channel inhibitors, primary screen, HEK293 cells, thallium flux; B-score at 10 µM; actives 1.2% (n = 310,000); FluxOR thallium flux fluorescence; hits give low values;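 active = ratio B-score over 3 SD below the library mean, with starting fluorescence within 5 SD of its mean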;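 also: negative B-score means less thallium flux so channel inhibition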
PolyA inh: polyadenylation inhibitors in yeast reporter cells, primary screen, luminescence, S. cerevisiae; actives 0.02% (n = 300,000); calls only at 12 µM; S. cerevisiae SKY197-pL101 polyadenylation reporter, beta-gal luminescence; efflux-impaired pdr1/pdr3 knockout yeast; score 100 = 6 SD above DMSO; AID 1875, 2009;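 active = lowest replicate activity score at least 50, where 100 means six control SD above control mean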;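 also: yeast exposed to compound for 9 h at 30 °C; higher score means more reporter readthrough which indicates perturbed polyadenylation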
Dyrk1A ADPGlo: rat Dyrk1A kinase inhibitors, primary screen, biochemical, single point, plate reader. AID 504441, 2011. ADP-Glo luminescence, NFATc1 peptide. actives 0.43% (n = 310,000). Dual specificity tyrosine-phosphorylation-regulated kinase 1A (Rattus norvegicus), Q63470. inhibition, % at 12.5 µM; in the data active = inhibition above about 50%;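 also: plate controls were vehicle with enzyme for no effect and no enzyme for full effect; many of its hits are not listed in these tables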
hERG protect: hERG rescue from dofetilide block, primary screen, cell-based, CHO-hERG, FluxOR thallium flux, dofetilide IC70; dofetilide IC70 present; Voltage-gated inwardly rectifying potassium channel KCNH2 (Homo sapiens), Q12809; AID 1511, 2009; actives 0.51% (n = 310,000); activation (rescue from dofetilide block), less the hit threshold, % at 10 µM;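 active = activation above the mean of controls blocked by dofetilide plus 5 SD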;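 also: thallium influx through hERG after potassium depolarization seen as dye fluorescence rise; in these data hits start at about 4.7%; inactives centre near -7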
RGS4 inh: RGS4 inhibitors, primary screen, cell-based, HEK293 M3R inducible RGS4, calcium flux; Fluo-4 calcium flux; hits give high values; triggered by carbachol at its EC20; B-score at 10 µM; actives 0.45% (n = 310,000); AID 463165, 2010;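 active = B-score, a plate-corrected calcium signal, over three deviations above library mean, with baseline fluorescence within five deviations of library mean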;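 also: RGS4 expression induced by doxycycline in cells with stable M3 receptor; B-score is computed from the integrated fluorescence ratio over baseline after carbachol; higher B-score means a larger calcium signal and so more RGS4 inhibition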
Target sequence (P49798 whole entry, looked up): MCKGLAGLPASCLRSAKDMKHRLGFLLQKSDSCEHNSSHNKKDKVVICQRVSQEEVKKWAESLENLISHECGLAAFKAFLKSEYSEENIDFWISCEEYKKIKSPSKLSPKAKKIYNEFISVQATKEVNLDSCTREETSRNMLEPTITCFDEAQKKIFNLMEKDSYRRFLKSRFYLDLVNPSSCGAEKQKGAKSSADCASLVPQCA
GSK3beta inhib: human GSK3beta kinase inhibitors, primary screen, biochemical, cell-free homogeneous, HTS; GST-GSK3beta kinase, ADP-Glo luminescence, 60 min; hits give low values; activity score (negative = inhibition), % at 10 µM; actives 0.038% (n = 300,000); AID 2097, 2009;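 active = more than half of replicate wells score below -50%, meaning over 50% inhibition versus plate controls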;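 also: 0% = median DMSO wells and -100% = median GW8510 positive control wells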
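Test system: GST-tagged human GSK3beta kinase, cell-free; evaluation: activity score scaled between in-plate DMSO and GW8510 controls; measured by: ADP-Glo luminescence; incubation: 60 min reaction, RT; benchmarks: DMSO and 20 µM GW8510; reagent: peptide substrate plus 25 µM ATP (final); medium: Tris/MgCl2 kinase buffer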
GSK3 alpha inh: blockers of GSK3A enzyme activity – biochemical, luminescence, cell-free homogeneous, HTS, primary screen | GSK-3 alpha kinase, ADP-Glo luminescence, 60 min | inhibition, % at 10 µM | actives 0.1% (n = 320,000);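 in the data active = inhibition above about 50%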;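 also: GST-tagged GSK-3 alpha with peptide substrate and 25 µM ATP; 0% = DMSO neutral wells and 100% = GW8510 positive control wells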
KCNQ1 act: potentiators or activators of KCNQ1 channel, primary screen, cell-based, thallium flux, high-throughput; Potassium voltage-gated channel subfamily KQT member 1 (Homo sapiens), P51787; CHO-K1 KCNQ1, thallium flux FluxOR fluorescence; hits give high values; B-score at 10 µM; actives 0.35% (n = 310,000);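 active = fluorescence ratio B-score, a plate-corrected score, at least three library SD, with initial intensity B-score within 5 SD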
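Assay system: CHO-K1 cells stably expressing KCNQ1; Medium: assay buffer with matched DMSO; Also added: K+/Tl+ depolarizing stimulus; Dosing: single dose; Timing: dye 90 min, compound 20 min, room temperature; Measured by: kinetic FluxOR thallium fluorescence, 10-s 1-Hz baseline, 110-s post-stimulus read; Read-out: peak-minus-minimum fluorescence over initial fluorescence, negative-control normalized, B-scored.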
KCNK3 block: human KCNK3 channel inhibitors, primary screen, CHO cells, FluxOR thallium flux, B-score; Potassium channel subfamily K member 3 (Homo sapiens), O14649; FluxOR fluorescence; hits give low values; B-score at 10 µM; actives 0.84% (n = 340,000); AID 602410, 2012;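 active = B-score under library mean minus 4 SD, starting fluorescence ratio at most library mean plus 5 SD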;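 also: more negative B-score means stronger inhibition of thallium flux through KCNK3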
Starred values were filed as active, the others as inactive; i = inactive; nt = not tested or not shown. A portion of the library; the hit share may differ from the screen's.

SMILES | KCNQ1 inh | RGS4 act | KCNK9 inh | PolyA inh | Dyrk1A ADPGlo | hERG protect | RGS4 inh | GSK3beta inhib | GSK3 alpha inh | KCNQ1 act | KCNK3 block
COc1ccc(C2Nc3ccccc3C(=O)N2c2ccc(C)cc2)cc1Cn1cc([N+](=O)[O-])cn1 (stereo not drawn) | i | i | i | i | 4.2 | -15.1 | i | -0.4 | -2.3 | i | -8.77*
COc1ccc(-c2noc(C3CCCN(C(=O)c4ccc(C)cc4)C3)n2)cc1 (stereo not drawn) | i | i | i | i | -2.5 | -5.5 | i | 4.3 | -3.2 | i | i
Cc1ccc2nc(SCC(=O)Nc3ccc(C(N)=O)cc3)[nH]c2c1 | i | i | i | i | nt | -7.5 | i | -2.4 | -0.4 | i | i
COc1ccc(C(c2nnnn2C2CCCC2)N2CCN(C(=O)c3ccco3)CC2)cc1OC (stereo not drawn) | i | i | i | i | 6.1 | -8.0 | i | -15.0 | -3.9 | i | i
CN(Cc1ccccc1)C(=O)CN1C(=O)NC(C)(c2ccc(C(C)(C)C)cc2)C1=O (stereo not drawn) | i | i | i | i | -2.2 | -5.8 | i | -1.5 | -0.2 | i | i
O=C(CSCc1ccccc1)N1CCN(c2ccc(F)cc2)CC1 | i | i | i | i | -4.5 | -13.4 | i | -0.5 | -1.2 | i | i
CN(C)CCCOC(=O)c1ccccc1Cl | nt | nt | nt | i | 2.1 | nt | nt | 0.7 | -2.2 | nt | i
Cc1ccc(NC(=O)COc2ccc3c(c2)CCC3)nc1 | i | i | i | i | -6.8 | -5.5 | i | -0.5 | -0.6 | i | i
COc1ccccc1N1CCN(C(CNS(=O)(=O)c2ccccc2)c2ccccc2)CC1 (stereo not drawn) | i | i | i | i | -1.1 | -5.5 | i | 0.1 | -1.2 | i | i
CNC(=O)CN1C(=O)NC2(CCc3ccccc32)C1=O (stereo not drawn) | i | i | i | i | -1.0 | -6.2 | i | 1.9 | -0.3 | i | i
O=C(Cn1cc2c(n1)CCCCC2)Nc1c(F)c(F)cc(F)c1F | i | i | i | i | -1.1 | -11.0 | i | 0.8 | nt | i | i
CCOC(=O)C1(Cc2cccc(F)c2)CCN(C(=O)C2CCOCC2)CC1 | i | i | i | i | -3.8 | -7.8 | i | 0.9 | 1.0 | i | i
Cc1cccc(CC2CC(=O)N(CCc3ccc4c(c3)OCO4)C2=O)c1 (stereo not drawn) | i | i | i | i | -3.0 | -17.6 | i | 3.8 | -2.2 | i | i
COc1cccc(/C=C2\Oc3ccc(O)cc3C2=O)c1O | i | i | i | i | 50.1* | -7.5 | i | -2.1 | 9.1 | i | i
O=C(c1ccccn1)N1CCN(C(=O)c2ccccn2)CC1 | i | i | i | i | 4.9 | -12.3 | i | -2.5 | -1.2 | i | i
COc1ccccc1CNC(=O)Cn1ccsc1=N | i | i | i | i | -4.6 | -6.0 | i | -5.9 | -0.6 | i | i
Cc1cc(NC(=O)c2ccc(NC(=O)C(C)Oc3ccccc3)cc2)no1 (stereo not drawn) | i | i | i | i | 1.1 | -4.4 | i | -0.2 | -2.9 | i | i
O=C(CSc1nc2nc[nH]c2c(=O)[nH]1)NC1CCCCC1 | i | i | i | i | -0.8 | 1.9 | i | 1.8 | -0.7 | i | i
CN(C)[C@@H](CO)c1nnc([C@H](CC(=O)O)NC(=O)C2CCNCC2)o1 | i | i | i | i | 0.9 | -5.7 | i | 0.0 | nt | i | i
Cc1nc(C(=O)Nc2cccc(Cl)c2)nn1-c1cc(OC(C)C)c(Cl)cc1Cl | i | i | i | i | 18.3 | -11.3 | i | 4.1 | 0.7 | i | -8.9*
COc1ccc(OC)c(CN2CCN(C(=O)CN3C(=O)NC4(CCCC4)C3=O)CC2)c1 | i | i | i | i | 3.0 | -5.9 | i | -2.3 | -1.7 | i | i
C=CCN(C(=O)c1oc2c(Cl)cc(C)cc2c1C)C1CCS(=O)(=O)C1 (stereo not drawn) | i | i | i | i | 4.8 | -6.9 | i | 2.3 | -1.9 | i | i
CN1CCN(C2CC(=O)N(CCc3ccccc3)C2=O)CC1 (stereo not drawn) | i | i | i | i | -1.4 | -2.6 | i | -2.1 | -4.2 | i | i
O=C(Nc1ccccc1)c1ccc(-c2ccc(Br)cc2)o1 | i | i | i | i | 3.2 | -4.7 | i | 3.2 | -0.8 | i | i
Cc1cccc(C)c1OCc1cc(C(=O)N2CCC(c3ccncc3)CC2)no1 | 7* | i | i | i | 7.3 | -22.4 | i | -0.3 | 1.9 | i | i
Cc1cc(C)c(NC(=O)CSc2nc3ccncc3[nH]2)c(C)c1 | i | i | i | i | 0.4 | -2.7 | i | 0.1 | 10.0 | i | i
O=C(COC(=O)CCc1nc2ccccc2s1)Nc1ccc(Cl)cn1 | i | i | i | i | -4.6 | -11.1 | i | 1.9 | 0.1 | i | i
Nc1c(N(CCO)C(=O)COc2ccc(Cl)cc2)c(=O)[nH]c(=O)n1Cc1ccccc1 | i | i | i | i | -2.0 | -7.8 | i | -1.5 | -2.1 | i | i
CCOCCCNC(=O)c1ccc(OC)c(OC2CCN(C(C)C)CC2)c1 | i | i | i | i | -0.5 | -6.4 | i | -4.9 | 0.7 | i | i
CC(=O)Nc1ccc(S(=O)(=O)NNC(=O)c2ccc3c(c2)OCO3)cc1 | i | i | i | i | -7.1 | -9.8 | i | -8.5 | -1.8 | i | i
Cc1cccc(N2C(=O)C(O)=C(C(=O)c3cccs3)C2c2ccc(Cl)cc2)n1 (stereo not drawn) | i | i | i | i | 4.1 | -11.9 | i | 0.6 | -2.4 | i | i
CC(C)C(OC(=O)CN1C(=O)COc2ccccc21)C(=O)NC1CCCC1 (stereo not drawn) | i | i | i | i | 3.7 | -8.6 | i | 1.9 | 9.3 | i | i
Cc1nc2cc(NC(=O)NC3CC3)ccc2n1C | i | i | i | i | nt | -6.8 | i | 1.2 | -3.0 | i | i
C=CCOc1ccc(/C=C/C(=O)OCC(=O)NCCC2=CCCCC2)cc1 | i | i | i | i | -0.1 | -1.5 | i | 0.0 | -0.1 | i | i
COc1cccc(N=C2SC(C(=O)Nc3ccccc3F)CC(=O)N2C)c1 (stereo not drawn) | i | i | i | i | 0.7 | -5.6 | i | 2.5 | -3.0 | i | i
CN(CCNC(=O)C1CC(=O)N(C2CCCC2)C1)Cc1ccccc1 (stereo not drawn) | i | i | i | i | 7.6 | -7.6 | i | 1.6 | nt | i | i
CCCNC(=O)c1ccc(C)c(NC(=O)C2=C(C)OCCS2)c1 | i | i | i | i | 0.2 | -6.0 | i | -1.5 | -1.6 | i | i
Cc1ccsc1/C=N/NC(=O)CNC(=O)c1ccc(S(=O)(=O)N(C)C)cc1 | i | i | i | i | 16.4 | -10.3 | i | -2.5 | -10.8 | i | i
O=C(COc1ccc(S(=O)(=O)N2CCOCC2)cc1)Nc1ccc(Cl)c(C(F)(F)F)c1 | i | i | i | i | 9.1 | -6.7 | i | 2.5 | -1.2 | i | i
CC1Cc2ccccc2N1C(=O)c1cnc2sccn2c1=O (stereo not drawn) | i | i | i | i | 6.7 | -3.5 | i | -1.3 | -0.6 | i | i
CNC(=O)CSc1nnc(-c2ccco2)n1-c1cccc(OC)c1 | i | i | i | i | 15.0 | -1.5 | i | 3.9 | -0.1 | i | i
CCn1ccc(C(=O)Nc2ccc(Cl)cn2)n1 | i | i | i | i | 4.3 | -4.5 | i | 3.0 | -2.4 | i | i
CC(=O)Cn1c2ccccc2n2nc(CCC(=O)O)c(=O)nc12 | i | i | i | i | -2.7 | -6.8 | i | -5.0 | 1.0 | i | i
O=C(O)COCC(=O)NCc1nc(-c2ccc(C(F)(F)F)cc2)no1 | i | i | i | i | nt | -4.5 | i | -1.3 | -1.4 | i | i
CCOC(=O)C1=C(COC(=O)Cc2ccccc2F)NC(=O)NC1C (stereo not drawn) | i | i | i | i | -1.4 | -18.0 | i | -0.2 | -0.2 | i | i
Cc1nnc(Nc2ccc(S(N)(=O)=O)cc2)c2ccccc12 | i | i | i | i | 11.0 | -10.0 | i | -3.7 | 1.7 | i | i
COc1ccccc1/C=N/NC(=O)C(C)Cn1cnc2ccccc21 (stereo not drawn) | i | i | i | i | 8.6 | -0.9 | i | -2.1 | -1.8 | i | i
O=C(c1ccccc1F)N1CCc2ccccc21 | i | i | i | i | -12.6 | -6.0 | i | -1.6 | 4.9 | i | i
Cc1ccc(NC(=O)COc2ccc(-n3cnnn3)cc2)cc1C | i | i | i | i | 2.3 | -2.0 | i | 5.3 | nt | i | i
CC1=C(C(=O)OCc2ccccc2)C(c2ccc(C)o2)C2=C(CCCC2=O)N1 (stereo not drawn) | i | i | i | i | -11.0 | -11.8 | i | -0.5 | 0.4 | i | i
CCN(CC)CCOC(=O)c1c(C)oc2ccc(O)cc12 | i | i | i | i | 9.1 | -9.5 | i | 5.6 | 2.1 | i | i

Record cards, as listed above. Screens in order: KCNQ1 inh	RGS4 act	KCNK9 inh	PolyA inh	Dyrk1A ADPGlo	hERG protect	RGS4 inh	GSK3beta inhib	GSK3 alpha inh	KCNQ1 act	KCNK3 block
Results for COc1cccc(N=C2SC(C(=O)Nc3ccccc3F)CC(=O)N2C)c1 (stereo not drawn) : i	i	i	i	0.7	-5.6	i	2.5	-3.0	i	i
Results for CC(=O)Nc1ccc(S(=O)(=O)NNC(=O)c2ccc3c(c2)OCO3)cc1 : i	i	i	i	-7.1	-9.8	i	-8.5	-1.8	i	i
